FBW7 act = FBW7 E3 ligase activators, primary screen, biochemical, AlphaScreen, human | F-box/WD repeat-containing protein 7 (Homo sapiens), Q969H0 | AID 1259310, 2017 | normalized activity (activation), % at 26.1 µM | actives 0.13% (n = 650,000) | AlphaScreen FBW7–phospho-cyclin E peptide binding, activator screen; in the data active = normalized activity above about 1.9%;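 note: purified mutant Fbw7 with reduced substrate affinity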
Target sequence (Q969H0 whole entry, looked up): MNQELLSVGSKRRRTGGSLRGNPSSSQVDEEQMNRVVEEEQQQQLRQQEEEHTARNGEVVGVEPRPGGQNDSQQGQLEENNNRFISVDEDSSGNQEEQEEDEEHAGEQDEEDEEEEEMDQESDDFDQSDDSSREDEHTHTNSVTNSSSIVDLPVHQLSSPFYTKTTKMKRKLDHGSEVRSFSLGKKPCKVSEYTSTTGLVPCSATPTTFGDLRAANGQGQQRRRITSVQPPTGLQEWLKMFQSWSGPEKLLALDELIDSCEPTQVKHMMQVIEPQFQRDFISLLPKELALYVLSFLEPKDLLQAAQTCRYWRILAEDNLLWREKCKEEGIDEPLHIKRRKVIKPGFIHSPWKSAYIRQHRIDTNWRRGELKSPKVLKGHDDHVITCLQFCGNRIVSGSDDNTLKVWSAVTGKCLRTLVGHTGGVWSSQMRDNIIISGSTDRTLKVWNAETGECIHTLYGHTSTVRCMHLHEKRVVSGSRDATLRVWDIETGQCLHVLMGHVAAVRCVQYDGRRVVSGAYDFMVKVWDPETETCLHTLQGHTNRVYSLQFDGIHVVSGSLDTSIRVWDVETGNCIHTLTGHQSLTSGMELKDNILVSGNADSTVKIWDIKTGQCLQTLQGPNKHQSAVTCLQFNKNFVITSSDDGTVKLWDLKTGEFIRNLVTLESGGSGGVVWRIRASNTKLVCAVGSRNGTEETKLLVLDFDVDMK
MITF inh = MITF inhibitors, primary screen, biochemical, AlphaScreen, human. Microphthalmia-associated transcription factor (Homo sapiens), O75030. AlphaScreen MITF homodimerization, bead proximity signal. inhibition, % at 2.6 µM. actives 0.91% (n = 650,000). AID 1259374, 2018; in the data active = inhibition above about 50%;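 note: 0% = vehicle wells with protein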
GPR151 activ = activators of human GPR151, primary screen, cell-based, PathHunter beta-arrestin, luminescence; PathHunter beta-arrestin GPR151 cells; G-protein coupled receptor 151 (Homo sapiens), Q8TDV0; activation, % at 11.2 µM; AID 1508602, 2020; actives 1% (n = 650,000); in the data active = activation above about 4.9%;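 note: 0% = median of compound wells and 100% = cells with positive control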
Target sequence (Q8TDV0 whole entry, looked up): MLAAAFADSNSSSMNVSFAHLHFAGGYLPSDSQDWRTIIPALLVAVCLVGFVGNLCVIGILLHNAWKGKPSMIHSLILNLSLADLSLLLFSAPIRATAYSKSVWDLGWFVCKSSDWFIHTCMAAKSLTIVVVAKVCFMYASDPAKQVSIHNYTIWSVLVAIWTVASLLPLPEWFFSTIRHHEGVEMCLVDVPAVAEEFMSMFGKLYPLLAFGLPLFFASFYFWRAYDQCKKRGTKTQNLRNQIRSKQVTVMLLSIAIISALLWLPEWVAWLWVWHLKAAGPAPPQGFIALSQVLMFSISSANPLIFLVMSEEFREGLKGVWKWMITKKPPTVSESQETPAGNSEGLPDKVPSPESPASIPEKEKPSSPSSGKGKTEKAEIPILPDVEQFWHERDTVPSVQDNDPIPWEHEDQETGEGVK
TEAD-YAP inh = TEAD-YAP interaction inhibition, primary screen, TEAD-YAP interaction inhibitor project, luminescence, HEK-TIYL cells; TEAD-Gal4/YAP UAS-luciferase luminescence; actives 1.4% (n = 640,000); AID 1259422, 2018; inhibition, % at 9.12 µM; in the data active = inhibition above about 32%;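 note: 0% = median of test compound wells and 100% = reference inhibitor wells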
* marks the source's active call; other numbers are inactive results.

SMILES	FBW7 act	MITF inh	GPR151 activ	TEAD-YAP inh
N=C1S/C(=C\c2cc3c(cc2Br)OCO3)C(=O)N1c1ccc2c(c1)OCO2	1.0	4	0.2	1
COCCCNCc1c(C(=O)O)n(Cc2ccc(C)cc2)c2ccccc12	0.0	6	1.3	4
Cc1ccc2nc(N3CCc4ccccc43)c3nncn3c2c1	0.2	8	-1.0	-15
Cc1ccc(-c2nc(CSCC(=O)N3CCN(C(=O)c4ccco4)CC3)c(C)o2)cc1	-0.1	1	-0.2	-9
Cc1ccc(NC(=O)Cn2cccc2)c(C)c1	0.2	2	0.5	-13
CC(=O)c1cccc(NC(=O)CCNS(=O)(=O)c2ccc3c(c2)CC(C)N3C(C)=O)c1 (stereo not given)	0.1	-11	0.4	7
Cc1cc(NCc2ccccc2)nc(N2CCN(c3ccccn3)CC2)n1	-0.2	-2	0.2	-2
O=C(NCc1ccco1)c1cc2n(n1)C(C(F)(F)F)CC(c1ccc(Cl)cc1)N2 (stereo not given)	-0.3	-3	1.1	22
CC1CCCN(C(=O)C(=O)N2CCCC(C)C2)C1 (stereo not given)	0.0	-19	3.8	-8
CCCCOc1ccc(C(=O)NCc2n[nH]c(=S)n2-c2ccccc2OC)cc1	0.0	-1	-0.2	8
C/C(=C\c1ccco1)CN1CCc2nnc(C(C)NC(=O)c3cccnc3)n2CC1 (stereo not given)	0.0	10	-1.7	-3
COc1cc(C)c(C(C)C)cc1S(=O)(=O)N1CCC(C)CC1	0.9	12	-0.5	8
Cc1ccccc1OCC(=O)NCc1cccs1	0.1	11	0.1	-7
Cc1c(C(=O)N2CCCc3ccccc32)oc2ccc(S(=O)(=O)N3CCOCC3)cc12	-0.1	-10	1.2	-2
c1ccc(OCCNc2nc(-c3cccs3)nc3c2ncn3C2CCCCC2)cc1	-0.1	5	0.2	-2
CCOC(=O)c1c(NC(=O)c2cccs2)sc(C(=O)N2CCCC2)c1C	-0.1	7	-0.9	3
O=C(CC1C(=O)NCCN1Cc1c(F)cccc1Cl)NC1C2CC3CC(C2)CC1C3 (stereo not given)	0.0	-5	-0.6	3
CN(C)/C=C/c1c(Br)cncc1[N+](=O)[O-]	0.0	-9	0.0	-2
Cc1ccc(-c2nc3ccccc3c(=O)n2NC(=O)c2ccc(Br)o2)cc1C	0.0	8	1.4	-1
CCOC(=O)c1c(C)[nH]c(C(=O)OCC(=O)NC23CC4CC(CC(C4)C2)C3)c1C	0.1	0	0.3	-4
CC(C)CCN1C(=O)c2ccc(C(=O)Nc3ccccc3C(=O)O)cc2C1=O	0.0	15	2.7	-3
CCCC(=O)Nc1ccc(Br)cn1	-0.1	1	-0.7	-6
CC(C)C[C@H]1NC(=O)[C@H]2CN(Cc3ccc4ncccc4c3)CCN2C1=O	0.1	11	-0.6	4
Clc1ccc(C2Oc3ccccc3C3CC(c4ccc(Br)cc4)=NN32)cc1 (stereo not given)	-0.1	4	0.7	-41
c1cnn(CCNc2nc3nonc3nc2N2CCCCC2)c1	0.0	-5	0.8	-5

Rewritten as a markdown table: 3 of the compounds above.
| smiles | FBW7 act | MITF inh | GPR151 activ | TEAD-YAP inh |
| --- | --- | --- | --- | --- |
| CCCC(=O)Nc1ccc(Br)cn1 | -0.1 | 1 | -0.7 | -6 |
| CC(C)C[C@H]1NC(=O)[C@H]2CN(Cc3ccc4ncccc4c3)CCN2C1=O | 0.1 | 11 | -0.6 | 4 |
| Clc1ccc(C2Oc3ccccc3C3CC(c4ccc(Br)cc4)=NN32)cc1 (stereo not given) | -0.1 | 4 | 0.7 | -41 |

New compounds follow:
SMILES	FBW7 act	MITF inh	GPR151 activ	TEAD-YAP inh
COc1ccc(S(=O)(=O)Nc2cccc(-c3nc4cccnc4s3)c2)cc1F	-0.1	0	-2.0	-17
CC1CCc2c(sc3ncn4c(SCC(=O)NC(C)(C)C)nnc4c23)C1 (stereo not given)	0.0	-4	0.6	-4
Cc1cc(S(=O)(=O)NCc2ccccc2)ccc1OCC(=O)NCc1ccncc1	0.0	5	1.6	-4
COc1cc(C(=O)Nc2cccnc2)c([N+](=O)[O-])cc1OC	0.0	-8	-0.8	6
CCOC(=O)c1ccc(N2CCCCCC2)c(NC(=O)Nc2ccc(Cl)c(Cl)c2)c1	0.3	10	-0.3	-4
c1ccc2c(c1)OCC(CSc1nnc3c(n1)[nH]c1ccccc13)O2 (stereo not given)	0.1	4	0.9	9
CCc1cccc(NS(=O)(=O)c2c(C)n[nH]c2C)c1	-0.2	-5	-0.1	1
CC(C)(C)n1nc2c(c1NC(=O)COc1ccc(Cl)cc1)CS(=O)(=O)C2	-0.1	7	-0.6	-6
CCOc1ccccc1NC(=O)Cn1nnc(C(=O)Nc2cc(C)cc(C)c2)c1N	-0.5	-7	2.0	1
CCCCCOC(=O)c1ccc(N2C(=O)c3ccc(C(=O)Oc4ccccc4)cc3C2=O)cc1	0.1	3	0.8	-4
O=C1CCc2cc(S(=O)(=O)NC(C(=O)NC3CCCCC3)c3ccccc3)ccc2N1 (stereo not given)	-0.1	-1	0.2	-5
CC(=O)Nc1c(C)cc(C(O)(C(F)(F)F)C(F)(F)F)cc1C	-0.1	-2	0.0	-6
O=C(OCC1OC(n2ccc(=O)[nH]c2=O)C(O)C1O)c1ccccc1 (stereo not given)	0.0	-4	-0.4	-3
CC1(C)CC2CC(C)(CN2C(=O)COC(=O)C2=NNC(=O)CC2)C1 (stereo not given)	-0.2	-14	-0.8	-12
O=C(Nc1ccc(I)cc1)c1cnsn1	0.3	2	-1.9	-48
O=C(CN1C(=O)c2ccccc2C1=O)NC1CCSC1=O (stereo not given)	-0.5	-1	2.5	-12
C=CCNC(=S)/N=c1\ccccn1Cc1ccccc1	0.0	5	0.4	-2
Cc1ccc(C)c(NC(=O)c2ccc(NC(N)=O)cc2)c1	0.1	7	1.3	1
CCOC(=O)c1c(NC(=O)C(C)Oc2ccc(Cl)cc2C)sc2c1CCC(C(C)(C)C)C2 (stereo not given)	-0.1	4	-1.0	-1
CC(C)c1ccccc1OCC(=O)NCCc1nc2ccccc2[nH]1	0.0	9	0.9	10
C/C(=N\NC(=O)c1cccc([N+](=O)[O-])c1)C1CC1	-0.1	-2	-0.7	0
c1ccc(CN2CCCC(c3ccccc3)C2)cc1 (stereo not given)	-0.1	-12	-1.0	-4
Cc1cccc(NC(=O)C(=O)/C=C(\O)c2ccc(F)cc2)c1	0.0	20	-0.7	-43
CCOC(=O)c1c(NC(=O)CSc2nnc(CNC(=O)c3ccc([N+](=O)[O-])cc3)n2-c2cc(C)ccc2C)sc2c1CCC2	-0.1	1	-1.6	0
CC(C)CC(NC(=O)OC(C)(C)C)C(=O)NC(CCC(=O)OCc1ccccc1)C(N)=O (stereo not given)	0.2	6	-1.0	-2

(further entries)
SMILES	FBW7 act	MITF inh	GPR151 activ	TEAD-YAP inh
CCC(C)c1ccc(NC(=O)CN2CCC(N3CCCCC3)CC2)cc1 (stereo not given)	-0.2	4	0.9	16
CCOc1ccc(NC(=O)C2CCN(S(=O)(=O)c3ccc(OC)c(C)c3)CC2)cc1	0.3	15	-1.9	-5
C/C(=N\NC(=O)COc1cc(C)ccc1C)c1cccs1	0.0	11	-0.6	-12
N#Cc1c(-c2ccccc2)cc(-c2ccccc2)nc1SCCS(=O)Cc1ccc(Cl)cc1 (stereo not given)	0.0	8	-0.1	5
CCN(CC)CCCNC(=O)c1cc(Sc2ccc(F)cc2)nc2ccccc12	0.1	0	0.3	6
CCc1ccc(C)c(NC(=O)C(Cc2ccc([N+](=O)[O-])cc2)N2C(=O)c3ccccc3C2=O)c1 (stereo not given)	0.1	-1	4.5	1
CCN(CC)c1ccc(-c2nnc(SC(C)C)n2C)cc1	0.4	8	0.7	-31
O=C(O)c1cc(S(=O)(=O)N2CCCC2)ccc1Br	-0.4	-3	0.3	3
CCCOc1ccc(/C=C/C(=O)NC2CCCC2)cc1	-0.1	-8	0.9	-25
Cc1ccc(NC(=O)CSc2nc3ccccc3nc2Cc2ccc(F)cc2)cc1F	-0.2	5	-1.3	4
CC(C)CN(C(=O)COC(=O)c1cc2ccccc2oc1=O)C1CCS(=O)(=O)C1 (stereo not given)	-0.1	-15	-0.1	0
COc1ccccc1C(=O)Nc1nc2ccc3nc(C)sc3c2s1	-0.1	-16	0.5	-14
COC(=O)c1c(NC(=O)c2cc3ccccc3oc2=O)sc2c1CCCC2	0.3	-10	0.2	-8
COc1ccc(N=Cc2ccc(OC)cc2OC)cc1	-0.1	-11	0.1	-7
O=C(NC1(C(=O)Nc2ccccc2)CCCCC1)c1cccc(N2C(=O)CSC2c2ccccc2)c1 (stereo not given)	0.6	3	-1.3	-6
O=c1c2sccc2nc(SCc2cc(=O)n3cc(Cl)ccc3n2)n1Cc1ccccc1Cl	0.2	3	-0.2	1
COc1ccc(C2CC(=O)N(Cc3ccccc3)c3ccccc3S2(=O)=O)cc1OC (stereo not given)	-0.1	-1	0.1	-1
COC(=O)c1cccc(NC(=O)COc2ccccc2Cl)c1	0.2	7	-0.1	31
CS(=O)(=O)N(CC(=O)NC1CCCC1)c1ccccc1Br	0.1	-1	-0.2	-6
Cc1ccc(C2CC(c3cccs3)=NN2C(=O)CSc2nnc(CNC(=O)c3ccc([N+](=O)[O-])cc3)n2-c2ccccc2)cc1 (stereo not given)	-0.2	-6	-0.2	12
O=C1c2ccccc2C(=O)N1C1CCCCC1	0.1	-2	-0.5	-5
Cc1cc(=O)c2ccc(Cl)c(C)c2[nH]1	0.0	-2	-0.3	10
COc1ccc(C(=O)NNc2nc3c(C)cc(C)cc3s2)cc1	0.8	26	-0.4	3
Cc1nnc(SCC(=O)N2CCCCC2)n(N)c1=O	-0.1	10	-0.7	5
Nc1c(C(=O)c2ccc(Cl)cc2)sc2[nH]c(=O)c(C(=O)O)cc12	-0.1	-2	1.1	2

Full records, quoted from the list:
`C/C(=N\NC(=O)COc1cc(C)ccc1C)c1cccs1` as listed: FBW7 act = 0.0; MITF inh = 11; GPR151 activ = -0.6; TEAD-YAP inh = -12
`COC(=O)c1c(NC(=O)c2cc3ccccc3oc2=O)sc2c1CCCC2` as listed: FBW7 act = 0.3; MITF inh = -10; GPR151 activ = 0.2; TEAD-YAP inh = -8
`Cc1ccc(C2CC(c3cccs3)=NN2C(=O)CSc2nnc(CNC(=O)c3ccc([N+](=O)[O-])cc3)n2-c2ccccc2)cc1` (stereo not given) as listed: FBW7 act = -0.2; MITF inh = -6; GPR151 activ = -0.2; TEAD-YAP inh = 12

(continued)
SMILES	FBW7 act	MITF inh	GPR151 activ	TEAD-YAP inh
C=C(C)CN=c1scc(C)n1/N=C/c1ccco1	-0.1	13	0.6	-6
CC1(C)CC(=O)c2cc(C(=O)Nc3ccccc3F)c(=O)n(-c3ccccc3)c2C1	-0.1	-1	-0.4	-1
Cc1c(Cl)cccc1NC(=O)CN1CCC(C(=O)c2ccc3c(c2)OCCO3)CC1	0.1	-13	-0.4	-2
O=C1OC(c2ccc(Cl)c(Cl)c2)=N/C1=C\c1cccc(F)c1	0.1	-3	1.3	-7
O=C(N1CCc2ccccc21)N1c2ccccc2Sc2ccccc21	0.0	11	-1.1	-4
c1ccc(-c2ccnc(Nc3ccc(-n4cnc(N5CCOCC5)n4)cc3)n2)c(-c2cn[nH]c2)c1	-0.3	14	-0.5	6
COc1cccc(C(=O)Nc2ccc(NC(=O)c3ccccc3OC)nc2)c1	0.0	4	-0.3	20
O=C(O)c1ccc(CNCc2ccccc2)cc1	-0.2	1	-3.8	-1
CC(=O)c1ccc(OCc2cc(C(=O)N3CCC(Oc4ccccc4C)CC3)no2)cc1	0.1	20	-1.0	-58
O=C(CN(C(=O)CNS(=O)(=O)c1ccccc1)C1CCCC1)NCc1ccco1	0.1	12	1.4	6
CCOC(=O)c1nnn(-c2nonc2N)c1CSc1nc2ccccc2o1	-0.1	0	0.6	-7
Cc1ccc(S(=O)(=O)NCCCN(C)C)cc1[N+](=O)[O-]	0.1	3	0.0	-1
CCC(CC)NC(=O)COC(=O)C1C(C(=O)OC)=C(C)NC(C)=C1C(=O)OC	-0.1	1	2.4	6
C/C(N)=C(/C#N)C(=O)COC(=O)Cc1coc2cc(C)ccc12	0.0	9	-0.5	-9
COc1ccc2c(c1)OC(C)CN(CCC(=O)NCc1cccc(F)c1F)C2 (stereo not given)	1.2	7	-0.8	3
CC(=O)c1ccc(N2CCN(C(=O)C(=O)c3c(C)[nH]c4ccccc34)CC2)cc1	0.2	12	0.9	11
CN(C(=O)c1ccsc1)C(Cc1ccccc1)C1CCN(C(=O)Cc2ccn(C)c2)CC1 (stereo not given)	0.2	5	-0.8	-5
COc1ccc(OC)c(NC(=O)c2c(NCc3cccc(OC)c3OC)sc3c2CCC3)c1	0.1	-2	-0.3	-7
O=C(O)/C=C/C(=O)NNC(=O)c1cccc(Br)c1	-0.1	2	-0.7	-5
O=C(Cn1cnc2ccccc21)N1CCC(Cn2cccn2)CC1	0.0	-7	-1.6	12
CCc1c(C)nc(-n2nc(C)cc2C)n(CC(=O)Nc2ccc(OC)cc2OC)c1=O	-0.1	-2	0.7	17
O=C(NCc1cccnc1)c1ccc2nc(N3CCc4ccccc4C3)sc2c1	-0.2	5	-1.3	-25
COc1cccc(C(=O)Nc2ccc(NC(=O)c3cccs3)cn2)c1	0.1	7	-0.2	-35
Cc1nc2sccn2c1CN1CCCC(c2ncncc2-c2ccccc2Cl)C1 (stereo not given)	-0.1	-1	2.1	-16

High-throughput results: PubChem BioAssay, The Scripps Research Institute Molecular Screening Center
